mIAP activ = mouse IAP activation; activation factor at 10 µM; AID 2805; muIAP, CDP-Star luminescence, 30 min; stronger effect = higher value; 1 = vehicle-only enzyme signal, 0 = enzyme-free wells; hit rate 0.24% among 330,000;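 active = activation factor of at least 2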; also: the source names both 10 and 20 µM as test concentration; values of inactives mirror those of a sister screen read the other way
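also added = chemiluminescent substrate CDP-Star | test system = mouse IAP enzyme | signal = chemiluminescence readout | compound = DMSO-dissolved test compounds | incubation = 30 min at room temperature | benchmarks = DMSO wells, no-enzyme wells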
A3A deaminase = blocks human APOBEC3A ssDNA deamination; hit rate 0.41% among 330,000; recombinant A3A, FAM/TAMRA ssDNA deamination fluorescence; inhibition, % at 20 µM; P31941;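 active = at least 40% inhibition at 20 µM here, with at most 30% in a related deaminase screen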;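 also: plate controls were A3A with DMSO for no effect and wells lacking A3A enzyme for full effect; some results filed as inactive read as strong as hits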
Target sequence (P31941 whole entry, looked up): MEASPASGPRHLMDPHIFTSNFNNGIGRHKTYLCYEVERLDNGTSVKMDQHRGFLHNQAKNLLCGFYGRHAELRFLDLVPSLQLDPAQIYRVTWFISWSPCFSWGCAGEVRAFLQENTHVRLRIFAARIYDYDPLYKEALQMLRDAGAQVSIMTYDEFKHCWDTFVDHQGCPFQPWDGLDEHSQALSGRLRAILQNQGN
mIAP inh = blocks mouse intestinal alkaline phosphatase; hit rate 0.2% among 330,000; inhibition, % at 10 µM; AID 2806; purified mouse IAP, CDP-Star luminescence, 30 min;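 active = inhibition of at least 40% at 10 µM in the primary screen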;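 also: plate controls were DMSO with enzyme for no effect and no enzyme wells for full effect; values of inactives mirror those of a sister screen read the other way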
NALP3 yeast inh = NALP3 inhibition in yeast. AID 2825. hit rate 0.39% among 330,000. inhibition, % at 10 µM. Yeast reconstituted NLRP3/ASC/caspase-1, beta-gal luminescence, 24 h;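 active = inhibition of 50% or more; inactive = inhibition below 50%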;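 also: plate controls were induced DMSO wells for no effect and uninduced yeast grown without galactose for full effect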
TIM10 inh = TIM10 yeast growth inhibition; AID 463195; hit rate 1.4% among 330,000; inhibition, % at 10 µM; S. cerevisiae TIM10 strain growth, BacTiter-Glo luminescence, 24 h;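 active = inhibition of 40% or more at the single tested concentration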;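 also: wild-type TIM10 isogenic control strain grown at permissive 25 °C; 0% = DMSO yeast wells and 100% = minimal medium wells without yeast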
hIAP inh = blocks human intestinal alkaline phosphatase; inhibition, % at 10 µM; P09923; purified IAP, CDP-Star luminescence, 30 min; hit rate 0.12% among 330,000; AID 2544;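 active = inhibition reaching a set limit with compound at 10 µM in the primary screen, cut at about 35% in these data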;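 also: plate controls were DMSO wells with enzyme for no effect and no-enzyme buffer wells for full effect; values of inactives mirror those of a sister screen read the other way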
beta cell repl = induces beta-cell replication in MIN6 cells | proliferation, % at 10 µM | hit rate 0.29% among 330,000 | MIN6 cells proliferation, ATPlite luminescence, 48 h; cells starved in 0.2% serum; 100% = growth in 10% serum;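 active = compounds whose signal lies at least 3.5 SD above the mean of all wells on their plate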;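 also: 0% = DMSO-treated cells in low-serum medium and 100% = 10% serum control; some compounds called inactive have numbers as strong as hits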
A3G deaminase = blocks human APOBEC3G single-stranded DNA deamination; Q9HC16; recombinant A3G, ssDNA deamination FAM/TAMRA fluorescence; inhibition, % at 20 µM; hit rate 0.28% among 330,000; AID 493012;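 active = inhibition of at least 40% at 20 µM, with no more than 30% in the related APOBEC3A deaminase screen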;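 also: plate controls were DMSO wells with A3G for no effect and wells lacking A3G enzyme for full effect; some compounds called inactive have numbers as strong as hits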
Target sequence (Q9HC16 whole entry, looked up): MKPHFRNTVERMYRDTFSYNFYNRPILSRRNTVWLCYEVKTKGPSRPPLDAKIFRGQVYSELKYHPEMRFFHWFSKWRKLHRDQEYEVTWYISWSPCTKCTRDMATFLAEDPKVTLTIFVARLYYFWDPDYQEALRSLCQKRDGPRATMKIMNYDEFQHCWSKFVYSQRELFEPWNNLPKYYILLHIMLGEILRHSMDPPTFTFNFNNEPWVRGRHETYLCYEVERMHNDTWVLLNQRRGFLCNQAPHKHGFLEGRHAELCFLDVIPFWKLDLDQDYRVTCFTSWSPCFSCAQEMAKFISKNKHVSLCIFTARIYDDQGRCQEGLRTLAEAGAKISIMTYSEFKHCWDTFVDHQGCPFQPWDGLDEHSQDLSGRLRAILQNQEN
tim10-1 inh = inhibits growth of tim10-1 mutant yeast. S. cerevisiae tim10-1 ts strain growth, BacTiter-Glo, 24 h. inhibition, % at 20 µM. hit rate 2.2% among 330,000;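 active = inhibition of at least 40%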;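 also: mutant grown at 25 °C; 0% = DMSO wells with yeast and 100% = wells holding no yeast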
Starred values were filed as active, the others as inactive.

SMILES	mIAP activ	A3A deaminase	mIAP inh	NALP3 yeast inh	TIM10 inh	hIAP inh	beta cell repl	A3G deaminase	tim10-1 inh
O=C(COc1ccccc1)NCC1COc2ccccc2O1 (stereo not given)	0.99	2	1	6	3	-9	0	-3	-4
COc1ccc(S(=O)(=O)N(C)C)cc1NC(=O)CCNC(=O)c1ccco1	0.93	-3	7	15	7	4	-2	-4	-29
O=C(NCCCNCc1ccccc1)c1ccccn1	0.99	-6	1	4	-3	4	1	-6	8
COC(CNC(=O)c1ccc(N2CCc3ccccc32)c([N+](=O)[O-])c1)OC	0.82	-2	18	6	13	20	-2	12	18
COc1cc(C(=O)Nc2ccc(S(=O)(=O)Nc3cc(C)nc(C)n3)cc2)cc(OC)c1OC	1.1	2	-12	7	-6	-6	-3	-6	2
COc1cccc(NC(=O)C2CC(=O)N/C(=N/NC(=O)c3ccc(C)cc3)S2)c1 (stereo not given)	0.94	-2	6	1	14	-54	0	-6	8
CS(=O)(=O)N(CC(=O)NCCSCc1ccccc1Cl)c1ccc(F)cc1	0.93	-6	7	9	2	15	-2	-8	5
O=C(CSC1=NS(=O)(=O)c2cc(F)ccc2N1)Nc1ccc(F)cc1	0.93	3	8	18	1	12	-4	-2	9
CCc1c(C)n2nc(C)cc2[nH]c1=O	0.97	0	3	5	-10	11	1	-1	3
Cc1nc2nc(C)c(CCC(=O)NC(C)c3ccc4c(c3)OCCO4)c(C)n2n1 (stereo not given)	1	-3	-1	-3	4	12	-1	-6	10
Cc1nnc(SCC(C)C)[nH]c1=O	1.1	-1	-5	-1	3	-14	0	-1	15
O=C(N/N=C/c1cccnc1)c1ccccc1Br	1.2	3	-15	4	3	0	3	1	-14
COc1ccc2[nH]c(C)c(CCN(Cc3cccs3)C(=S)Nc3cccc(F)c3)c2c1	0.86	-4	14	13	2	2	-6	-7	35
Cc1ccc(C)c(S(=O)(=O)N2CCN(C(=O)CCCc3c[nH]c4ccccc34)CC2)c1	1.1	-1	-8	-1	6	-6	-6	-3	21
CC(C)(C)c1ccc(C(=O)NNC(=O)CNC(=O)c2cccs2)cc1	0.88	-2	12	15	4	-38	-1	-8	-6
N#CCC(=O)Nc1ncc(Cc2ccccc2Cl)s1	0.87	5	13	0	11	-7	0	2	12
C=CCn1c(SCC(=O)NC(=O)c2cccn2C)nc2ccccc2c1=O	0.89	0	11	6	-9	1	0	-5	-15
O=C(NCc1ccncc1)C1=NN(c2ccccc2)C(=O)CC1	1.1	0	-13	-6	1	-5	0	0	11
CCS(=O)(=O)Nc1cc(-c2nc3cccnc3s2)ccc1C	1.1	0	-6	38	0	11	-3	-1	35
CCOC(=O)CSc1nc2sccc2c(=O)[nH]1	0.96	1	4	13	16	2	0	-1	-1
COc1ccc(CC(=O)NCc2nn(-c3ccccc3)nc2C)cc1OC	1	4	-4	16	3	14	1	1	-6
O=C(NCCNC(=O)c1ccccc1[N+](=O)[O-])c1ccccc1[N+](=O)[O-]	0.98	0	2	8	19	14	-5	-1	-1
CC(C)Cn1c(=O)c(CCC(=O)Nc2ccc(N3CCOCC3)cc2)nc2cc(Cl)ccc21	1	-4	-2	20	12	-31	5	2	17
COc1ccc(NC(=O)c2ccc(-c3ccc(C(C)=O)cc3)o2)cn1	0.93	35	7	11	-8	5	5	10	4

Another view of part of the listing above:
compound | mIAP activ | A3A deaminase | mIAP inh | NALP3 yeast inh | TIM10 inh | hIAP inh | beta cell repl | A3G deaminase | tim10-1 inh
COc1cccc(NC(=O)C2CC(=O)N/C(=N/NC(=O)c3ccc(C)cc3)S2)c1 (stereo not given) | 0.94 | -2 | 6 | 1 | 14 | -54 | 0 | -6 | 8
CS(=O)(=O)N(CC(=O)NCCSCc1ccccc1Cl)c1ccc(F)cc1 | 0.93 | -6 | 7 | 9 | 2 | 15 | -2 | -8 | 5
O=C(CSC1=NS(=O)(=O)c2cc(F)ccc2N1)Nc1ccc(F)cc1 | 0.93 | 3 | 8 | 18 | 1 | 12 | -4 | -2 | 9
CCc1c(C)n2nc(C)cc2[nH]c1=O | 0.97 | 0 | 3 | 5 | -10 | 11 | 1 | -1 | 3
Cc1nc2nc(C)c(CCC(=O)NC(C)c3ccc4c(c3)OCCO4)c(C)n2n1 (stereo not given) | 1 | -3 | -1 | -3 | 4 | 12 | -1 | -6 | 10
Cc1nnc(SCC(C)C)[nH]c1=O | 1.1 | -1 | -5 | -1 | 3 | -14 | 0 | -1 | 15
O=C(N/N=C/c1cccnc1)c1ccccc1Br | 1.2 | 3 | -15 | 4 | 3 | 0 | 3 | 1 | -14
COc1ccc2[nH]c(C)c(CCN(Cc3cccs3)C(=S)Nc3cccc(F)c3)c2c1 | 0.86 | -4 | 14 | 13 | 2 | 2 | -6 | -7 | 35
Cc1ccc(C)c(S(=O)(=O)N2CCN(C(=O)CCCc3c[nH]c4ccccc34)CC2)c1 | 1.1 | -1 | -8 | -1 | 6 | -6 | -6 | -3 | 21
CC(C)(C)c1ccc(C(=O)NNC(=O)CNC(=O)c2cccs2)cc1 | 0.88 | -2 | 12 | 15 | 4 | -38 | -1 | -8 | -6
N#CCC(=O)Nc1ncc(Cc2ccccc2Cl)s1 | 0.87 | 5 | 13 | 0 | 11 | -7 | 0 | 2 | 12
C=CCn1c(SCC(=O)NC(=O)c2cccn2C)nc2ccccc2c1=O | 0.89 | 0 | 11 | 6 | -9 | 1 | 0 | -5 | -15
O=C(NCc1ccncc1)C1=NN(c2ccccc2)C(=O)CC1 | 1.1 | 0 | -13 | -6 | 1 | -5 | 0 | 0 | 11
CCS(=O)(=O)Nc1cc(-c2nc3cccnc3s2)ccc1C | 1.1 | 0 | -6 | 38 | 0 | 11 | -3 | -1 | 35
CCOC(=O)CSc1nc2sccc2c(=O)[nH]1 | 0.96 | 1 | 4 | 13 | 16 | 2 | 0 | -1 | -1
COc1ccc(CC(=O)NCc2nn(-c3ccccc3)nc2C)cc1OC | 1 | 4 | -4 | 16 | 3 | 14 | 1 | 1 | -6
O=C(NCCNC(=O)c1ccccc1[N+](=O)[O-])c1ccccc1[N+](=O)[O-] | 0.98 | 0 | 2 | 8 | 19 | 14 | -5 | -1 | -1

More compounds
SMILES	mIAP activ	A3A deaminase	mIAP inh	NALP3 yeast inh	TIM10 inh	hIAP inh	beta cell repl	A3G deaminase	tim10-1 inh
CC(C)CN(C(=O)CSc1ncnc2sccc12)C1CCS(=O)(=O)C1 (stereo not given)	0.94	5	6	11	13	1	-2	4	3
CCOC(=O)C1(Cc2cccc(OC)c2)CCCN(S(=O)(=O)CC)C1 (stereo not given)	1.1	-8	-8	15	-5	16	-2	2	22
N/C(=N\OC(=O)c1ccc2c(c1)OCO2)c1ccncc1	0.96	-1	4	-7	-5	-7	-5	-5	13
CCc1noc(C)c1C(=O)OCC(=O)c1ccccc1OC	1	-1	-4	17	-3	8	5	-6	11
CCN(C(=O)CSc1nnc(C)n1-c1ccccc1)C1CCS(=O)(=O)C1 (stereo not given)	1.1	15	-7	-6	-12	-1	-3	2	4
COc1ccc(-c2n[nH]c(=S)n2C2CCCCC2)cc1	0.97	-5	2	19	43*	9	7.6*	24	27
COc1ccc(CC(=O)Oc2ccccc2C)cc1S(=O)(=O)N1CCOCC1	1	-2	-4	8	3	-4	5	-10	12
COc1ccc(-c2nnc3ccc(SC)nn23)cc1	1	3	-1	31	-3	9	1	2	23
CC1(C)Cc2c(sc3c2c(=O)n(-c2cccc(Cl)c2)c(=O)n3CC(N)=O)CO1	1.1	-6	-6	9	-12	-25	-4	-9	-12
NC1=NC2(CCCCC2)N(c2cccc(Cl)c2)C(N)=N1	1.1	3	-8	8	-17	-6	1	-2	8
COC(=O)N/N=C(\C)c1ccc2ccccc2c1OC(F)F	0.97	-2	3	26	1	-6	-3	-9	8
COc1cccc(-c2nn(C)c3sc(C(=O)NCc4ccc(C)cc4)cc23)c1	1.5	0	-52	15	21	4	-5	-1	17
Cc1cc(C)cc(OC(=O)CCN2C(=O)C3C4C=CC(C5CC45)C3C2=O)c1 (stereo not given)	0.88	-1	12	-3	1	-9	3	-7	-2
COc1cccc(/C=N/NC(=O)c2nnn(-c3nonc3N)c2C(C)C)c1	0.94	1	6	12	-9	0	-3	-1	15
CCC(C)[C@@H](C(=O)Nc1ccc(OC)c(OC)c1)N1Cc2ccccc2C1=O (stereo not given in full)	1	10	-1	10	8	7	-1	-3	5
CCc1c(C)nc2ccc(Br)cc2c1SCCC#N	1	1	-2	13	6	-4	-3	3	25
O=C(Nc1ccccc1)Nc1ccc(C(=O)N2CCOCC2)cc1	1	1	-1	-5	17	-5	-4	-4	18
COCCNC(=O)C1CC(c2ccc([N+](=O)[O-])cc2)=NO1 (stereo not given)	1.1	-1	-13	15	-1	-2	-1	-7	-7
CC(=O)c1ccc(N2CCN(C(=O)Nc3ccc(Cl)cc3)CC2)cc1	1.1	-3	-5	8	13	-8	-4	-5	4
Cc1ccc(-c2nn(CC(=O)NC(C)c3ccccc3)c(=O)c3ccccc23)cc1 (stereo not given)	1.2	-5	-17	15	17	-10	-4	-5	13
CCCCC1S/C(=N/N=C/c2ccco2)NC1=O (stereo not given)	0.95	-2	5	1	1	-5	0	-4	32
CC1CCc2nc(NC(=O)c3ccc(N4C(=O)CCC4=O)cc3)sc2C1 (stereo not given)	0.99	-1	1	1	-10	9	-2	-7	-20
CC(=O)c1c(C)n(-c2ccc(C)cc2)c2ccc(O)cc12	0.93	1	7	-2	0	19	1	-2	-9
CCOc1ccc(NC(=S)N2CCN(c3ccc(N4CCOCC4)nn3)CC2)cc1	0.9	-6	10	12	-36	7	1	-8	-7
CCN(CC)C(=O)C1CCCN(Cc2ccc(N(C)C)cc2)C1 (stereo not given)	0.95	-3	4	10	-13	-6	-1	-5	7
COCCCNC(=O)CCn1c(=O)c2ccccc2n(CC(=O)NCCc2ccc(OC)c(OC)c2)c1=O	0.91	7	10	15	-13	-5	0	5	2
O=C(Nc1ccc(Cl)cc1)c1ccc(-n2cccn2)c([N+](=O)[O-])c1	0.86	0	14	17	-2	8	-4	-4	21
C=C1c2cc(C)ccc2NC(=O)N1c1ccc(C)cc1	1	1	0	18	13	18	-1	10	30
CC(O)CNCCCOc1ccc(Cl)cc1C(C)(C)C (stereo not given)	1	-1	-2	11	-4	1	-7	-6	16
O=C(NCc1ccc2c(c1)OCO2)C1CCCN1C(=O)Nc1ccc(F)cc1 (stereo not given)	1	-3	-4	34	3	10	-1	-3	7
O=C(CN1CCCCC1)N/N=C/c1ccc(Cl)cc1Cl	1	-2	-1	34	-52	-42	-2	-4	-59
O=C(/C=C/c1ccccc1)Nc1ccc(CN2CCOCC2)cc1	1	-7	-4	22	2	-16	-4	-5	-17
CC(=O)c1ccc(N2CCN(C(=O)CCN3C(=S)NC(C)(C)CC3C)CC2)cc1 (stereo not given)	0.94	11	6	-13	11	2	-2	9	8
Cc1ccc(/C=N/N2CCN(Cc3ccccc3)CC2)o1	1	-7	0	6	7	-65	0	-5	13
O=C(CCNC(=O)c1ccc(Br)cc1)NCc1cccnc1	0.99	-1	1	10	-5	-10	-3	-9	-1
Cc1ccc(C)n1-c1nnc(N2CCC(C(=O)NCCCN3CCN(C)CC3)CC2)s1	0.93	-4	7	-1	-4	10	-3	-5	1
Cn1c(N)c(C(=O)CSc2nnc(N)s2)c(=O)n(C)c1=O	1.1	2	-8	12	1	-7	-1	-3	-13
Cc1c(C(=O)C(=O)NCc2cccs2)c2ccccc2n1C	1.1	0	-6	15	0	-12	1	-8	31
COc1cccc(/C=C2\SC(=S)N(N3C(=O)CCCC3=O)C2=O)c1	0.92	-1	8	22	-40	4	-5	-5	-41
